Screens deposited in PubChem by National Center for Advancing Translational Sciences (NCATS).
D1 PAM – human D1 dopamine receptor positive modulation | HEK293 TREx D1 cells, calcium flux, dopamine EC20 potentiation | potentiation, % at 10 µM | hit rate 0.036% among 360,000 | AID 504651; in the data active = potentiation above about 30%; also: 0% is about no effect
Target sequence (P21728 whole entry, looked up): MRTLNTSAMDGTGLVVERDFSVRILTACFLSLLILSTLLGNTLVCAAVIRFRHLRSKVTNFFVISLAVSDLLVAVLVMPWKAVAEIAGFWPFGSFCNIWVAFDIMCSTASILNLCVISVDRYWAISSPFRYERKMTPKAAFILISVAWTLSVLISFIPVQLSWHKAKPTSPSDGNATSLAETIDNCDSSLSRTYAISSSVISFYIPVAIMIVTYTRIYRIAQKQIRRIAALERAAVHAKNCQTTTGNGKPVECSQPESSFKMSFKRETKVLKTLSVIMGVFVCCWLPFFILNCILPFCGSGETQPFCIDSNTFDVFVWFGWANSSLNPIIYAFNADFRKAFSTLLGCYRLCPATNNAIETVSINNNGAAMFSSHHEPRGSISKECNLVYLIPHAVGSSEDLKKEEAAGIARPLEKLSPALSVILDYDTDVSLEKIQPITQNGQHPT
D2 ag – D2 dopamine receptor (human) agonism | P14416 | HEK293 T-REx D2 cells, calcium flux agonist mode | activation, % at 2 µM | hit rate 0.53% among 340,000 | AID 485358;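 active = activation over 3 SD above normal in the single-dose calcium agonist read, cut at about 30% in these data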; also: 0% is about no effect
Target sequence (P14416 whole entry, looked up): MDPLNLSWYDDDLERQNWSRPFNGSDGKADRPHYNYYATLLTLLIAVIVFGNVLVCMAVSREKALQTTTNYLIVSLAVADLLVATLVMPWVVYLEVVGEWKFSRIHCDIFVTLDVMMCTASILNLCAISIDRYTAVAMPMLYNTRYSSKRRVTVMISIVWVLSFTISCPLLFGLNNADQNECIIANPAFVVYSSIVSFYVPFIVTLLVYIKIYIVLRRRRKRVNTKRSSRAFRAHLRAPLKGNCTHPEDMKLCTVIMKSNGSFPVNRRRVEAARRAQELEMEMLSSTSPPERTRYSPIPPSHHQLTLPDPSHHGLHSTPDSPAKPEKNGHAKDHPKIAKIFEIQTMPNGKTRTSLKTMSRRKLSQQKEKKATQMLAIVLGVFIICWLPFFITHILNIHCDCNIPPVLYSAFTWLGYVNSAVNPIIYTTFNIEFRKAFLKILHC
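Calcium-flux readout, 1 cycle/sec over 180 s following compound pin transfer, in inducible HEK293 Trex D2 cells (force-coupled); dopamine controls included. Positive calcium responses during this window marked compounds as potential agonists.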
D2 potentiator – positively modulates the human D2 dopamine receptor allosterically; potentiation, % at 10 µM; hit rate 0.34% among 340,000; HEK293 T-REx D2, calcium flux, EC20 dopamine potentiation; P14416;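 active = potentiation over 3 SD above the plate norm, cut at about 30% in these data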; also: 0% is about no effect
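Cells plated with tetracycline inducer and held overnight at 30 C; calcium dye loaded 30–90 min at room temperature; baseline taken, compound added and read 180 s; EC20 dopamine then added and read 180 s.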
TRHR enhancer – TRH receptor (human) allosteric enhancement | P34981 | TRHR cells, fluo-8 calcium fluorescence, EC20 TRH enhancement | enhancement, % at 2 µM | hit rate 0.66% among 360,000; in the data active = enhancement above about 30%; also: 0% is about no effect
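TRHR-expressing cells loaded with fluo-8 calcium dye were read kinetically (ex 480/em 530) during compound addition, then stimulated with an EC20 of TRH (10 nM final). Enhancement of the Gq-mediated intracellular calcium response was scored.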
TRHR ag – activates the human TRH receptor; P34981; TRHR cells, calcium flux fluo-8, FDSS agonist mode; activation, % at 2 µM; hit rate 0.18% among 360,000; AID 493084; also: 0% is about no effect
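Agonist-mode FDSS calcium read (Ex 480/Em 530, 1 s cycles) in 1536-well TRHR cells with fluo-8 dye, after 10-cycle baseline and 23 nL compound addition; TRH at EC20 (10 nM final) added afterwards for the enhancer phase.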
D1 antagonist – antagonists of human D1 dopamine receptor | P21728 | HEK293 TREx D1 cells, calcium flux, dopamine EC80; hits give low values | activity change, negative = inhibition, % at 10 µM | hit rate 3.2% among 360,000; in the data active = activity change below about -30%; also: % is scaled to controls: 0 for no effect and ±100 for the full control effect
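Allosteric or orthosteric antagonism assessed as attenuation of the calcium response to EC80 dopamine, added 180 s after compound, in induced HEK293 Trex D1 cells loaded with no-wash calcium dye.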
D1 agonist – agonists of human D1 dopamine receptor | P21728 | hit rate 1% among 360,000 | activation, % at 2 µM | HEK293 T-REx D1 cells, calcium flux, agonist mode | AID 504660; also: 0% is about no effect
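Inducible HEK293 T-REx D1 cells, force-coupled to calcium signalling, were plated at 4000 cells/well with tetracycline and held overnight at 30 C. After no-wash calcium dye loading, compound-evoked calcium rise over 180 s flagged agonists.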
D2 antagonist – D2 dopamine receptor (human) antagonism | P14416 | HEK293 TREx D2 cells, calcium flux, dopamine EC80 | inhibition, % at 10 µM | hit rate 2% among 340,000; in the data active = inhibition above about 30%; also: 0% is about no effect
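HEK293 T-REx D2 cells, tet-induced, calcium dye no-wash. Cpd pintool add, 180 s kinetic, then EC80 DA, 180 s kinetic. Ca flux read.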
RXFP1 antag – antagonists of human relaxin receptor RXFP1. Q9HBX9. HEK293-RXFP1, relaxin-stimulated cAMP HTRF, 30 min; hits give low values. hit rate 0.59% among 350,000. activity change, negative = inhibition, % at 57.5 µM;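 active = activity change of -60% or lower, but not beyond a set lower limit; inconclusive = change between -60% and -40%, or beyond the set limit; inactive = change above -40%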; also: % is scaled to controls: 0 for no effect and ±100 for the full control effect
An asterisk follows results filed as active; ? = inconclusive; · = no result given; & = joins results of further samples. Rule as the data show it, unless noted: active = activation above about 30%; inactive = the rest. The order is random; overall some 7.1% were active at least once.

SMILES | D1 PAM | D2 ag | D2 potentiator | TRHR enhancer | TRHR ag | D1 antagonist | D1 agonist | D2 antagonist | RXFP1 antag
CCC1CCCCN1C(=O)c1ccc2c(c1)N(Cc1cccc(Cl)c1)C(=O)c1ccccc1S2(=O)=O (stereo not drawn) | -4 | 0.7 | · | -3 | 0.5 | 1 | 0 | · | 17
O=C(NNC(=O)c1c(F)cccc1F)c1ccccc1OC(F)(F)F | -1 | 0.0 | 4 | -3 | 0.1 | -20 | 1 | -8 | 4
CCOc1ccc(S(=O)(=O)N2CCN(C(=O)c3cc(-c4ccccc4)nn3-c3ccccc3)CC2)cc1 | 0 | 0.0 | 11 | -3 | -0.1 | -4 | 6 | 4 | 3
Cc1cc(C)n(C2CC(=O)N(c3cc(Cl)cc(Cl)c3)C2=O)n1 (stereo not drawn) | -3 | 0.2 | -6 | 4 | 0.0 | -2 | 0 | -20 | 3
CN(C)C(=O)c1cccn(Cc2cccc(C(F)(F)F)c2)c1=O | 0 | 0.8 | 13 | -7 | 0.1 | -8 | 6 | -4 | -3
Cc1ccc(SCC(=O)OC(C)C(=O)NC2CCCCC2C)c(C)c1 (stereo not drawn) | -5 | -1.3 | 10 | -14 | -1.0 | -9 | 3 | -11 | 3
COc1ccccc1NC(=O)c1csc2c1CCC(C)C2 (stereo not drawn) | 5 | -0.6 | 10 | -7 | -0.5 | -1 | 8 | 3 | -3
C=CCCCCc1nc2ccccc2c(=O)n1N | -1 | 0.2 | -7 | -5 | -0.5 | 4 | 2 | 14 | ·
Cc1sc2ncnc(SCC(=O)NC(=O)NCc3ccco3)c2c1C | 0 | -0.9 | -7 | -3 | -0.2 | -1 | 0 | -4 | -10
COC(=O)N1C(=O)[C@@](c2ccccc2)(C2CCCCC2)N1C(=O)OC | -3 | -0.9 | 4 | 2 | 0.0 | 12 | 2 | 14 | ·
COc1ccccc1NC(=O)Cn1nnc(-c2ccccc2NC(=O)c2cc3ccccc3oc2=O)n1 | 2 | -0.1 | -1 | 4 | 0.5 | 5 | 1 | 6 | -15
COc1ccc(N2CCn3c2nc2c3c(=O)n(CCc3ccccc3)c(=O)n2C)c(OC)c1 | -3 | -0.6 | 12 | 3 | -0.2 | 2 | 3 | -5 | ·
Cc1cccc(N2C(=O)CN=C2Nc2nc(C)cc(C)n2)c1 | -3 | -0.8 | 12 | -2 | -0.8 | -32* | -2 | -7 | -5
Cc1cc(N2CCN(C)CC2)nc2ccc(NC(=O)Nc3ccccc3Br)cc12 | -6 | -1.7 | 4 | -14 | -0.6 | -21 | 1 | · | ?
Cc1ccc(S(=O)(=O)Nc2c(C)nc3nc(C)[nH]n3c2=O)c(C)c1 | 2&-2 | 0.6&0.0 | -13&7 | 0&-9 | 1.0&-1.1 | 30&35 | -2&2 | 36* | 4&2
COc1ccc(C(=O)Nc2ccccc2C(=O)N2CCOCC2)cc1OC | -7 | -0.1 | -1 | 24 | -0.4 | 6 | 1 | -9 | 8
Cc1ccccc1CS(=O)(=O)CCC(=O)NCCCN1CCOCC1 | 0 | -1.4 | -9 | -5 | -0.8 | -44* | 0 | -1 | -8
CC(C)[C@H](NC(=O)c1ccccc1)C(=O)OCC(=O)NCCc1ccc(F)cc1 | -1 | · | · | 20 | -0.5 | 3 | -2 | · | 4
CC(C)c1ccc2occ(CC(=O)Nc3cccc(C(F)(F)F)c3)c2c1 | -1 | 1.2 | -15 | 1 | 2.3 | -19 | 17 | · | ?
CCOc1ccc(-c2cc(CCCC(=O)NCCc3cc(OC)c(OC)c(OC)c3)no2)cc1 | 0 | -0.7 | 3 | 5 | -1.7 | -3 | 1 | · | ·
Cc1c(NC(=O)CSc2nnc(-c3ccncc3)o2)c(=O)n(-c2ccccc2)n1C | -5 | 2.4 | 5 | 4 | 0.4 | 9 | 4 | -16 | 3
Cc1ccc(S(=O)(=O)NCC(c2ccc3c(c2)OCO3)N2CCOCC2)cc1 (stereo not drawn) | 5 | -0.2 | -3 | 4 | -0.1 | -3 | 0 | 6 | -4
CCn1nnc(-c2ccccc2NC(=O)c2cc(OC)cc(OC)c2)n1 | -4 | -0.3 | 0 | -5 | 0.1 | 6 | 10 | 17 | 0
COc1ccc(NC(=O)N2c3ccc(OC)cc3C(C)=CC2(C)C)cc1 | -3 | 2.2 | 12 | 0 | -0.1 | 8 | 1 | -8 | 0
CN(CC(O)CN)CC(O)CN1CCCCC1 (stereo not drawn) | -3 | 0.1 | -6 | -8 | 0.4 | -15 | 1 | 10 | 0
O=C(NC(=S)N1CCCC1)c1ccccc1 | -4 | · | -5 | 18 | -0.4 | 18 | 2 | · | -7
CCC(Oc1ccc2ccccc2c1)C(=O)O (stereo not drawn) | 9 | -1.9 | 3 | 9 | 0.0 | -10 | 8 | -3 | -5
N#CC1CC(c2ccccc2)Nc2cc(Cl)ccc2N1 (stereo not drawn) | -5 | -2.1 | -8 | 13 | -0.5 | -90* | 18 | -5 | 0
CCC/C=C(\CCC)C(NC(=O)Cc1ccccc1)c1ccc(C(=O)OC)cc1 (stereo not drawn) | -7 | 1.0 | -6 | 4 | 1.1 | -2 | 8 | 10 | ·
COC(=O)c1ccc(C(=O)OC)c(NC(=S)N2CCN(c3ccccn3)CC2)c1 | -18 | 51* | -8 | -4 | -1.6 | -13 | 2 | 15 | -7

Arranged by count of non-hydrogen atoms (lowest first): some entries from above
SMILES | D1 PAM | D2 ag | D2 potentiator | TRHR enhancer | TRHR ag | D1 antagonist | D1 agonist | D2 antagonist | RXFP1 antag
CCC(Oc1ccc2ccccc2c1)C(=O)O (stereo not drawn) | 9 | -1.9 | 3 | 9 | 0.0 | -10 | 8 | -3 | -5
N#CC1CC(c2ccccc2)Nc2cc(Cl)ccc2N1 (stereo not drawn) | -5 | -2.1 | -8 | 13 | -0.5 | -90* | 18 | -5 | 0
CCn1nnc(-c2ccccc2NC(=O)c2cc(OC)cc(OC)c2)n1 | -4 | -0.3 | 0 | -5 | 0.1 | 6 | 10 | 17 | 0
COC(=O)c1ccc(C(=O)OC)c(NC(=S)N2CCN(c3ccccn3)CC2)c1 | -18 | 51* | -8 | -4 | -1.6 | -13 | 2 | 15 | -7
Cc1c(NC(=O)CSc2nnc(-c3ccncc3)o2)c(=O)n(-c2ccccc2)n1C | -5 | 2.4 | 5 | 4 | 0.4 | 9 | 4 | -16 | 3

Later entries.
SMILES | D1 PAM | D2 ag | D2 potentiator | TRHR enhancer | TRHR ag | D1 antagonist | D1 agonist | D2 antagonist | RXFP1 antag
Cc1ccc2c(CN3CCCc4ccccc43)cc(=O)oc2c1C | 6 | -1.8 | 22 | 4 | 6.7 | 24 | 1 | 6 | -3
CCOC(=O)NC1(C(F)(F)F)NC(=O)N(Cc2ccco2)C1=O (stereo not drawn) | 0 | · | · | -4 | 0.4 | 7 | 2 | · | 0
COc1cccc(NC(=O)c2oc3ccc(S(=O)(=O)N4CCOCC4)cc3c2C)c1 | 1&-2 | -0.8&0.4 | 1&-7 | -1&3 | -0.1&0.3 | 4&-10 | 3&3 | 8 | ?
COC(=O)CCCC(=O)N1CCCC(C(=O)c2ccccc2SC)C1 (stereo not drawn) | -5 | -0.3 | 4 | 1 | -1.2 | -20 | 3 | 19 | -1
COc1cc(/C=N/NC(N)=S)ccc1OCC(=O)Nc1ccc(C)c(C)c1 | -6 | -0.5 | -3 | -2 | 0.4 | -11 | 3 | -15 | -2
Cc1nn(CC(=O)NCc2ccc(F)cc2)c2ccccc12 | 0 | -0.4 | 4 | 5 | -1.2 | 5 | -2 | · | -2
COc1ccccc1NC(NC(=O)c1cccnc1)C(Cl)(Cl)Cl (stereo not drawn) | -3 | -0.7 | 1 | -2 | 0.2 | 0 | 3 | -19 | -7
CCOC(=O)c1[nH]c2ccccc2c1NC(=O)c1ccc(Br)o1 | -6 | 0.3 | 1 | -7 | -0.7 | -3 | 0 | -3 | 2
CSc1nc2sc3c(c2c(=O)[nH]1)CCc1ccccc1-3 | -3 | -0.6 | -1 | 1 | -0.1 | -6 | 1 | -1 | -5
Cc1ccc2nc(-c3cccc(Br)c3)cc(C(=O)NC3=NCCS3)c2c1 | 1 | · | -2 | -3 | 0.6 | -7 | 7 | · | -11
CN1CC(=O)N(CC(=O)Nc2cccc(C#N)c2)c2ccccc2C1=O | -2 | 0.1 | -7 | -9 | 0.0 | -16 | 2 | · | 3
Cc1ccc(N(C(=O)c2csnn2)C(C(=O)NC(C)(C)C)c2ccccn2)cc1 (stereo not drawn) | 1 | 0.9 | -3 | -23 | 0.2 | 5 | 2 | -7 | 7
CCOC(=O)c1c(S(=O)(=O)N2CCCC(C(=O)Nc3ccccn3)C2)c(C)n(C)c1C (stereo not drawn) | 1 | · | 12 | -2 | -0.2 | 11 | -1 | · | -3
Cc1cc(C(=O)NCc2ccccc2Cl)n(-c2ccccc2)n1 | -3 | -0.5 | 5 | -5 | 0.1 | -38* | 1 | -17 | 12
CC1CCN(C(=O)c2cccc(NC(=O)c3cccs3)c2)CC1 | 0 | 0.2 | -9 | -7 | 1.5 | -8 | 2 | 3 | 5
Cc1nc(NC(=O)CSc2nnc(-c3ccncc3)n2C)sc1C | -7 | 0.0 | 10 | 2 | 0.4 | 3 | 5 | -3 | -39
CCN1CCN(S(=O)(=O)Cc2ccccc2Cl)CC1 | -1 | 0.9 | 8 | 9 | 0.2 | 2 | 5 | -7 | 7
COC(=O)Cn1nc(-c2ccc(C)cc2)c2ccccc2c1=O | -8 | 0.0 | · | -6 | -0.4 | -75* | 1 | -23 | -1
CC1CCCN(S(=O)(=O)c2ccc(NC(=O)c3cccc(-n4cnnn4)c3)cc2)C1 (stereo not drawn) | -3 | -0.1 | 4 | 1 | 0.4 | -10 | 3 | 8 | 4
Cc1nc(-c2ccc(F)cc2)c(CC(=O)N(C)CC(=O)Nc2c(C)cccc2C)s1 | 5 | -0.1 | 2 | -2 | -0.5 | 6 | 13 | 11 | -6
CC1=C(C(=O)NC2CCC(C)CC2)C2(CCC(C)CC2)OC1=O (stereo not drawn) | -2 | -0.5 | 3 | 2 | 0.1 | 3 | -3 | 7 | 0
O=C(CSc1nnc(-c2ccccc2)o1)N1CCCc2ccccc21 | -3 | 0.1 | -2 | -5 | -1.3 | -10 | 1 | · | -2
CCN(CC)S(=O)(=O)c1ccc(NS(=O)(=O)c2ccc(OC)c([N+](=O)[O-])c2)cc1 | -7 | 1.0 | -3 | -5 | 0.0 | -10 | 0 | 4 | 7
O=C(Cc1ccccc1)CC1(O)C(=O)Nc2ccccc21 (stereo not drawn) | 2 | 1.3 | 5 | -6 | 0.3 | -1 | 3 | 15 | -9
CCc1nnc(NC(=O)CSc2nnc(C(C)NC(=O)c3ccccc3)n2C)s1 (stereo not drawn) | · | -1.0 | 4 | 4 | 0.9 | -17 | 6 | -2 | 7
O=C(/C=C/c1c(F)cccc1Cl)Nc1ccncc1 | 5 | -0.8 | 6 | -5 | -0.6 | -13 | 5 | -5 | -6
O=C(NCN1CCN(c2ccccc2F)CC1)c1cccnc1 | -4 | 0.5 | 12 | -2 | 0.1 | 22 | -1 | -4 | 17
